Compound activity (PubChem BioAssay)
Yeast eIF2B – eIF2B (yeast) activity modulation; 27,000 compounds, 0.91% hits; inhibition, % at 25 µM (by protocol); AID 688; S. cerevisiae eIF2B-epsilon R284H, GCN4-lacZ luminescence;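 active means mutant luminescence inhibited past about 50% while wild type luminescence and mutant growth stay under set limits, limit read from the data; inconclusive means mutant versus wild type luminescence inhibition gap past a set limit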; further: some compounds called inactive have numbers as strong as hits
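Times: 16 h growth with compound at 30 °C, 90 min Beta-Glo step; Assay system: yeast eIF2B-epsilon R284H mutant carrying GCN4–beta-galactosidase fusion; Measure: % inhibition of reporter signal and growth versus controls; Dosing: one concentration, 25 µM, 0.25% DMSO; Buffer or medium: YPD yeast growth medium; Measured by: Beta-Glo luminescence plus absorbance at 595 nm.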
Yeast tox – Inhibits yeast growth, turbidity readout | S. cerevisiae wild-type growth, A595 turbidity, 16 h | 30,000 compounds, 0.3% hits | growth inhibition, % at 25 µM (by protocol);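 active means mutant and wild-type yeast strains alike exhibit over 30% growth inhibition; inconclusive means a strain exceeds 50% while the second remains under 30%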;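 further: 0% = untreated cell controls and 100% = YPD media blanks without cells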
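Test system: Wild-type and eIF2Bepsilon-R284H mutant S. cerevisiae, screened separately | Dosing: Single 25 µM compound dose in 0.2% DMSO | Schedule: 16 h compound exposure during growth at 30 °C | Detection: A595 turbidity | Evaluation: Growth inhibition (%) versus cell controls and blanks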
Yeast tox inhibition % – second read-out of Yeast tox, no call of its own (marks repeat the call); growth inhibition, %; S. cerevisiae eIF2Bepsilon-R284H mutant growth, A595 turbidity, 16 h;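 each compound tested once at 25 µM; 0% equals untreated cells and 100% equals cell-free medium blanks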
Yeast eIF2B mutant toxicity – recorded beside Yeast eIF2B, whose call it bears; growth inhibition, %; measured here: mutant yeast growth, toxicity;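 each compound tested once at 25 µM; zero equals untreated control growth and 100 equals blank medium absorbance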
The depositor's hits bear a star; ? = inconclusive; / = no result given.

item	SMILES	Yeast eIF2B	Yeast eIF2B mutant toxicity	Yeast tox	Yeast tox inhibition %
1	COC(=O)c1ccccc1OC(=O)c1ccc(Br)o1	28	-11	-10	-11
2	O=C1OCCC1Sc1nnc(-c2cccc(Br)c2)o1 (stereo unspecified)	/	/	16	16
3	CC(C)CC(=O)Nc1nc2ccc(S(=O)(=O)N3CCOCC3)cc2s1	-15	5	7	5
4	CCOc1ccc(Oc2cc(C)nc(SC)n2)nn1	3	4	19	4
5	C=CCN(CC=C)Cc1c(C)[nH]c2ccc(C(=O)OCC)cc2c1=O	4	-33	7	-33
6	COC(=O)c1cc(OC)c(OC)cc1NC(=O)c1ccc(OC)c(OC)c1	0	13	-30	13
7	Cc1cc(/C=N/n2cnnc2)c(C)n1-c1ccc(OCc2ccc(Cl)cc2Cl)cc1	1	58	62*	58*
8	CCOC(=O)c1[nH]c(COC(=O)C2CC(=O)N(Cc3ccccc3)C2)c(C(=O)OCC)c1C (stereo unspecified)	14	14	-8	14
9	c1ccc(-c2cc3n(c2)CCc2ccccc2-3)cc1	-7	12	6	12
10	Cn1c(=O)c2c(nc(CN3CCOCC3)n2CCN2CCOCC2)n(C)c1=O	4	3	19	3
11	CCOC(=O)CCC(=O)N1CCOCCN(C(=O)CCC(=O)OCC)CCOCC1	19	17	13	17
12	Cc1ccc(S(=O)(=O)CCC(=O)N2CCN(c3ccc(Cl)cc3)CC2)cc1	10	-20	-22	-20
13	CCCCCOC(=O)C1=C(C)Nc2ncnn2C1c1cccs1 (stereo unspecified)	16	5	4	5
14	CC(=O)Oc1ccc(NC(=O)C2CCCCC2)c(C(=O)O)c1	21	-19	-5	-19
15	Cc1cc2c(c(=O)n1CC1CCCO1)C(c1ccco1)C(C#N)=C(N)O2 (stereo unspecified)	64*	/	8	10
16	O=C(CSc1n[nH]c(-c2ccccc2)n1)Nc1ccc(Br)cn1	23	/	/	/
17	Cn1ncc(C#N)c1/N=C/N(Cc1ccccc1)Cc1ccccc1	25	-5	-2	-5
18	Cc1c(C(=O)O)oc2c1ccc1ccccc12	34	3	-5	3
19	CCOC(=O)c1ccc(NC(=O)CCOc2ccccc2)cc1	20	28	10	28
20	Cc1cccc(NC(=O)Cc2coc3ccc4ccccc4c23)n1	2	5	3	5
21	Cn1c(=O)c2c(nc(Sc3n[nH]c(N)n3)n2Cc2ccccc2Cl)n(C)c1=O	21	-23	14	-23
22	O=C(CCCN1C(=O)c2ccccc2C1=O)NCC1CCCO1 (stereo unspecified)	18	-15	1	-15
23	CCN(CC(=O)NC1CCS(=O)(=O)C1)c1nc(-c2cccnc2)nc2ccccc12 (stereo unspecified)	20	-31	-20	-31
24	N#Cc1c(N)nc2c(c1-c1ccc3c(c1)OCO3)CCCCCC2	6	/	/	/
25	Cc1ccc(OCc2nnc(SCC(=O)C(C)(C)C)n2Cc2ccco2)cc1	31	/	7	0
26	Cc1c(C(=O)NCCC2=CCCCC2)oc2ccc(S(=O)(=O)N3CCOCC3)cc12	11	-22	1	-22
27	COc1ccc(CNc2nc3nc(C)c(Cl)c(=O)n3[nH]2)cc1OC	17	-17	10	-17
28	COc1ccc(Nc2ncccc2C(=O)NCc2ccccc2)cc1	/	/	1	12
29	O=S1(=O)CC(O)C(N2CCCCC2)C1 (stereo unspecified)	/	/	-6	0
30	Cc1nn(-c2ccccc2)c(C)c1C(=O)Nc1nnc(-c2ccco2)o1	19	14	22	14

Of the compounds above, these have a halogen.
item	SMILES	Yeast eIF2B	Yeast eIF2B mutant toxicity	Yeast tox	Yeast tox inhibition %
1	COC(=O)c1ccccc1OC(=O)c1ccc(Br)o1	28	-11	-10	-11
2	O=C1OCCC1Sc1nnc(-c2cccc(Br)c2)o1 (stereo unspecified)	/	/	16	16
7	Cc1cc(/C=N/n2cnnc2)c(C)n1-c1ccc(OCc2ccc(Cl)cc2Cl)cc1	1	58	62*	58*
12	Cc1ccc(S(=O)(=O)CCC(=O)N2CCN(c3ccc(Cl)cc3)CC2)cc1	10	-20	-22	-20
16	O=C(CSc1n[nH]c(-c2ccccc2)n1)Nc1ccc(Br)cn1	23	/	/	/
21	Cn1c(=O)c2c(nc(Sc3n[nH]c(N)n3)n2Cc2ccccc2Cl)n(C)c1=O	21	-23	14	-23
27	COc1ccc(CNc2nc3nc(C)c(Cl)c(=O)n3[nH]2)cc1OC	17	-17	10	-17

Next section:
item	SMILES	Yeast eIF2B	Yeast eIF2B mutant toxicity	Yeast tox	Yeast tox inhibition %
31	CCOC(=O)C(NCc1ccc2c(c1)OCO2)(NC(=O)c1ccccc1)C(F)(F)F (stereo unspecified)	10	19	34	19
32	O=C(CC1NC(=O)NC1=O)Nc1ccc(Cl)cc1 (stereo unspecified)	13	/	14	0
33	CCOc1ccc(S(=O)(=O)NCc2ccc(OC)cc2)c2cccnc12	21	/	16	0
34	COC(=O)Nc1nnc(SCc2ccc(C)cc2)s1	6	-8	0	-8
35	Cc1ccc(OCC(=O)Nc2cccc(-c3nnc(-c4ccccc4)o3)c2)c(C)c1	20	-7	-15	-7
36	O=C(Nc1ccccc1Sc1ccccc1)C1CCCO1 (stereo unspecified)	-8	/	-2	0
37	Brc1ccc2c(c1)CNc1c(ncnc1N1CCOCC1)O2	16	13	9	13
38	COc1cccc(-n2nnc3c(=O)n(Cc4ccccc4Cl)cnc32)c1	17	-4	0	-4
39	O=C(COC(=O)c1ccccc1-c1ccccc1[N+](=O)[O-])c1ccccc1	40	-22	0	-22
40	Cc1ccc(S(=O)(=O)NC(CC(N)=O)C(=O)O)cc1 (stereo unspecified)	-5	-4	1	-4
41	Cc1ccc(N(C(=O)Cn2nnc3ccccc32)C(C(=O)NCc2ccco2)c2ccc(C)o2)cc1 (stereo unspecified)	-32	16	31	16
42	c1ccc(-c2csc3ncn4nnnc4c23)cc1	35	4	17	4
43	CCN(CC)C(=O)c1ccccc1NC(=O)c1cccc(S(=O)(=O)N(CC)CC)c1	37	18	22	18
44	CC(CN1CCOCC1)OC(=O)c1ccccc1Br (stereo unspecified)	26	/	10	0
45	Cn1c(C(O)c2ccccc2F)nc(Cl)c1Cl (stereo unspecified)	13	-28	14	-28
46	CCN(CC)c1nc2n(c(=O)n1)CCO2	-28	32	-2	32
47	Cc1sc(NC(=O)c2oc3ccccc3c2C)c(C#N)c1C	20	-13	1	-13
48	Cc1ccc(S(=O)(=O)c2cccc(S(=O)(=O)N3CCCC3)c2)cc1S(=O)(=O)N1CCCC1	22	/	/	/
49	c1ccc(Cn2ncc3c(N4CCCCC4)ncnc32)cc1	-9	8	-20	8
50	CC(C)(CO)NC(=O)C(c1ccccc1)c1ccccc1	-11	13	0	13
51	Clc1ccc(C(c2ccccc2)N2CCNCC2)cc1 (stereo unspecified)	/	/	7	13
52	Cc1nc(SCC(=O)NCCc2ccc(Cl)cc2)nc(C)c1C	/	/	3	26
53	Cc1cc(NC(=O)CCC(=O)N(CC(=O)NCC2CCCO2)c2ccc3c(c2)OCCO3)no1 (stereo unspecified)	/	/	-1	15
54	COc1ccc(C(=O)SC2=NCCS2)cc1	12	/	-10	0
55	Cc1ccc(S(=O)(=O)Nc2nc3ccccc3s2)cc1	16	-1	-10	-1
56	c1nnc2c3c4c(sc3ncn12)CCCC4	14	4	?	/
57	Cc1c(/C(O)=C2/C(=O)C(=O)N(Cc3cccnc3)C2c2cccs2)cnn1-c1ccccc1 (stereo unspecified)	-22	-9	-2	-9
58	CCOC(=O)Cn1c2ccccc2c2nc3ccccc3nc21	16	5	8	5
59	Cc1c(NC(=O)N(C)C)c(=O)n(-c2ccccc2)n1C	/	/	1	-7
60	CCOc1ccc(NS(=O)(=O)c2ccc(OC)c(C)c2)cc1	/	/	13	13
61	Cc1cc(C)cc(OCC(=O)Nc2ccc(N3CCN(S(C)(=O)=O)CC3)cc2)c1	-49	15	-3	15
62	COCCN(C(=O)Cc1cccs1)c1nnc(-c2ccncc2)s1	19	12	20	12
63	CCOc1ccc(NC(=O)c2ccccc2NC(=O)CN2CCN(C(C)=O)CC2)cc1	18	-23	-5	-23
64	Cc1cc(C)nc(SCC(=O)Nc2ccc(S(=O)(=O)NCCO)cc2)n1	22	15	0	15
65	CC1CCc2cc(F)ccc2N1C(=O)c1cc2nc(-c3ccco3)cc(C(F)(F)F)n2n1 (stereo unspecified)	20	-15	-1	-15
66	O=c1[nH]c2ccc(NC(=S)Nc3ccc(Cl)cc3)cc2[nH]1	/	/	-6	22
67	O=C(COc1ccc(Cl)cc1)N1CCCC1	-6	38	7	38
68	CCc1c(C(C)S(=O)(=O)c2ccc(C)cc2)[nH]c(=O)n1-c1ccc(OC(F)(F)F)cc1 (stereo unspecified)	22	16	20	16
69	Cc1ccc(-c2nnc(SCC(=O)Nc3ccc(S(=O)(=O)N4CCCCCC4)cc3)o2)cc1	2	4	-10	4
70	CCOC(=O)Nc1cc2c(C)cc(=O)oc2cc1C	18	-14	-7	-14
71	Cc1cc(C)c(S(=O)(=O)N(C)Cc2cnn(C)c2)c(C)c1	0	/	22	0
72	CC(C)C12CN3CC(C(C)C)(CN(C1)C31C(=O)Nc3ccccc31)C2=O (stereo unspecified)	14	21	4	21
73	COc1ccc(-c2nc(NC(=O)Cn3ccc(C(F)(F)F)n3)sc2C)cc1	/	/	9	22
74	COc1ccc(Cc2nc(C(=O)Nc3ccccc3)cs2)cc1	17	16	26	16
75	COCc1nnc(NC(=O)c2ccc(NC(C)=O)cc2)s1	/	/	18	21
76	CC(C)(NO)/C(=N\O)c1ccc(Cl)cc1	-2	15	-12	15
77	CCOC(=O)CSc1nnc(-c2cccnc2)n1Cc1ccccc1	-4	/	/	/
78	CNC(=S)N1N=C(c2ccc(C)cc2)CC1c1ccc(Cl)cc1 (stereo unspecified)	/	/	35	22
79	CCN(C(=O)Cc1cccs1)c1nnc(-c2cccnc2)s1	0	/	6	0
80	CCSCc1nnc(SCC(=O)c2ccc(OC)cc2)n1C	11	/	/	/
81	COCCN(C(=O)COc1ccc(Cl)cc1)c1nnc(-c2cccnc2)s1	22	-26	-54	-26
82	O=CN1CCN(C(=O)c2ccccc2F)CC1	21	-14	11	-14
83	Cc1ccc(NC2=NC(c3ccco3)n3c(nc(C)cc3=O)N2)c(C)c1 (stereo unspecified)	-14	8	16	8
84	CSCCC(NS(=O)(=O)c1ccc(Cl)cc1)C(=O)OCC(=O)NC1CC1 (stereo unspecified)	20	-19	4	-19
85	c1ccc(OCCSc2ncnc3nc[nH]c23)cc1	2	/	/	/
86	CCCOn1c(-n2nc(C)cc2C)nc2ccccc2c1=O	17	22	6	22
87	COCCn1c(SCC(=O)NCc2ccco2)nnc1C(C)C	/	/	20	-17
88	O=C(CSc1n[nH]c(-c2cccs2)n1)N1CCN(S(=O)(=O)c2ccc3ccccc3c2)CC1	17	6	10	6
89	CCN1CCN(C(=O)Nc2ccccc2OC)CC1	18	7	-12	7
90	CCOC(=O)N1CCN(C(=O)c2ccc(OCC)c(OCC)c2)CC1	-47	/	/	/

(list continues)
item	SMILES	Yeast eIF2B	Yeast eIF2B mutant toxicity	Yeast tox	Yeast tox inhibition %
91	Cc1ccsc1C(=O)Nc1nnc(-c2ccco2)o1	22	4	12	4
92	COc1ccc(/C(C)=C2/SC(=S)N(CCC(=O)O)C2=O)cc1	17	13	-10	13
93	CC1CCCN(C(=O)CCCn2c(=S)[nH]c3ccccc3c2=O)C1 (stereo unspecified)	19	19	8	19
94	Cc1cc(C)n(CC(O)Cn2c3ccc(Br)cc3c3cc(Br)ccc32)c(=O)n1 (stereo unspecified)	12	-6	-8	-6
95	Cc1cc(NCCN2CCOCC2)n2ncc(-c3ccccc3)c2n1	-11	15	-3	15
96	O=C(N1CCOCC1)N1c2ccccc2CC(N2CCOCC2)c2ccccc21 (stereo unspecified)	46	-9	8	-9
97	Cc1cc(=O)[nH]c(N=N/C(=N/Nc2ccccc2C)c2ccccc2)n1	33	-20	8	-20
98	CCOC(=O)C1CCCN(c2ncnc3c2oc2ccccc23)C1 (stereo unspecified)	23	23	-3	23
99	CCOC(=O)c1cnc2c(ccc3ccccc32)c1NCCO	-1	28	4	28
100	O=C1C(c2ccncc2)N(CCC2=CCCCC2)C(=O)CN1C1CCCCC1 (stereo unspecified)	13	4	11	4
101	COc1ccc(N(C(=O)C(C)C)S(=O)(=O)c2cccs2)cc1	/	/	29	14
102	CCCSC1=C(C#N)C(c2ccccc2OCC)CC(=O)N1 (stereo unspecified)	-5	/	/	/
103	O=C(Nc1ccc(Cn2nnc3ccccc32)cc1)c1ccco1	25	-24	-63	-24
104	COc1ccc(-c2cc(N)n(CCC#N)n2)c(OC)c1	3	-11	13	-11
105	COc1ccccc1/C=C/C1=NC(=C\N(C)C)/C(=O)O1	/	/	20	26
106	Cc1oc(-c2ccc(Cl)cc2)cc1-c1nn2c(-c3ccco3)nnc2s1	18	-20	15	-20

A portion of the library; the hit share may differ from the screen's.
